Assay outcomes (PubChem)
HCV NS3 hel inh = HCV NS3 helicase inhibition. NS3 helicase DNA unwinding, Cy5 molecular beacon fluorescence. inhibition, % at 10.9 µM. 290,000 tested, 0.56% active;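 active means inhibition above the mean of all tested compounds plus 3 SD, set per campaign, cut at about 35% in these data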;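 further: 0% = DMSO wells and 100% = thioflavine S control wells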
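System: HCV NS3 helicase fragment; control set: DMSO and thioflavine S; technique: Cy5 fluorescence at 0 and 60 min, beacon hairpin quenching; reagent: beacon DNA duplex substrate plus ATP; replicates: singlicate; schedule: 1 h reaction at 25 °C, ATP-initiated; medium: MOPS buffer pH 6.5 with MgCl2, DTT, Tween20, BSA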
IDE inh = inhibits human insulin-degrading enzyme in HEK cells | P14735 | FAbetaB cleavage, fluorescence polarization | inhibition, % at 5.59 µM | 320,000 tested, 0.41% active | AID 434962;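 active means percent inhibition above the average of all tested compounds plus 3 SD, set per screening campaign, cut at about 16% in these data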;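 further: IDE supplied by intact live HEK cells; FP after avidin binding of uncleaved biotin substrate so inhibition keeps polarization high; 0% = DMSO wells and 100% = 60 µM reference IDE inhibitor Ii1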
CRFR2-BP antag = blocks CRF-induced signaling of the CRF-BP/CRF-R2 complex. HEK293 CRF-R2/CRF-BP, CRF-induced calcium fluorescence. inhibition, % at 11.8 µM. 350,000 tested, 0.59% active. AID 588475;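 active means inhibition of the ligand-induced calcium signal above about 50% at the single tested concentration, limit read from the data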
VIM-2 inh = inhibitors of Pseudomonas aeruginosa VIM-2 metallo-beta-lactamase | purified VIM-2, nitrocefin hydrolysis, epi-absorbance fluorescence | 290,000 tested, 0.89% active | inhibition, % at 5.6 µM;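 active means inhibition above the mean of all tested compounds plus 3 SD, cutoff set per screening run, cut at about 7.5% in these data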;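 further: red hydrolysis product quenches plate fluorescence so inhibitors raise well fluorescence; 0% = enzyme with DMSO and 100% = DMSO without enzyme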
UBC9 SUMO inh = blocks human SUMOylation mediated by UBC9; HTRF SUMOylation assay, SAE1/SAE2 + UBC9, in vitro; inhibition, % at 35 µM; 290,000 tested, 0.36% active; AID 2006; in the data active means inhibition above about 50%, passing the limit was not always enough; further: strong numbers were not always called active
Target sequence (P63279 whole entry, looked up): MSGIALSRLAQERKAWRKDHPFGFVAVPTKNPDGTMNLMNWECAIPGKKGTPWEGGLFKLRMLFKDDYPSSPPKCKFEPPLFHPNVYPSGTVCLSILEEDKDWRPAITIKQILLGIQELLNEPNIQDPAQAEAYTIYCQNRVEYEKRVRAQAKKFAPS
GalR3 antag = human GalR3 antagonism; O60755; HEK293 GalR3-CNG cAMP membrane potential fluorescence; galR3 body fused to GalR1 C-terminus; inhibition, % at 3 µM; 360,000 tested, 0.44% active;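 active means inhibition above the screen-wide average plus 3 SD, cut at about 13% in these data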;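 further: forskolin and galanin both at EC90 stimulate the cells; cAMP rise reported by CNG channel membrane potential dye signal; 0% = forskolin plus galanin with DMSO and 100% = forskolin alone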
Target sequence (O60755 1-299 limits assumed): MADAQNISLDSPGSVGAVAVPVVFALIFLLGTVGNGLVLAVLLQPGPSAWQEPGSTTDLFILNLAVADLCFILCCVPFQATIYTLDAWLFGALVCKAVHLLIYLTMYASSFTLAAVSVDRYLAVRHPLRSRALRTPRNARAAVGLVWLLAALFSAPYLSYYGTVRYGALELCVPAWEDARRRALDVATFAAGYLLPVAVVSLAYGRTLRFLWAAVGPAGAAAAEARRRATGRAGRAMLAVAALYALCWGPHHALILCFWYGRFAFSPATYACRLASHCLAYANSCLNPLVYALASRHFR
IMP-1 inhibitor = blocks Pseudomonas aeruginosa IMP-1 metallo-beta-lactamase | purified IMP-1, nitrocefin hydrolysis, epi-absorbance fluorescence | inhibition, % at 5.6 µM | 290,000 tested, 0.45% active;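 active means inhibition above the mean plus 3 SD of all compounds in the same screening run, cut at about 4.5% in these data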;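 further: 0% = IMP-1 with DMSO and 100% = DMSO wells lacking enzyme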
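System: purified recombinant IMP-1 beta-lactamase. Medium: Zinc- and detergent-supplemented HEPES buffer, pH 7.1. Compound: one 5.6 µM dose […]. Schedule: 15 min preincubation plus 25 min reaction at 25 °C. Technique: Epi-absorbance fluorescence, 480 nm excitation, 530 nm emission.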
p-CIP stab down = p/CIP protein destabilization; Q05BA5; 290,000 tested, 0.01% active; F442A p/CIP-EGFP cells, EGFP fluorescence, 16 h; decrease of EGFP signal, % at 10 µM;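 active means EGFP signal decrease of at least 30% at 10 µM or well 3 SD below plate mean, unless failing retest; inactive means the rest, including hits failing retest or dose response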; further: some compounds called inactive have numbers as strong as hits; many of its hits are not listed in these tables
IDE cell activ = boosts human insulin-degrading enzyme activity in HEK cells. P14735. FAbeta-B cleavage, fluorescence polarization; 0% vehicle, 100% cell-free pure enzyme wells. activation, % at 5.96 µM. 340,000 tested, 0.073% active;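 active means activation above the mean of all tested compounds plus 3 SD, set per screening campaign, cut at about 17% in these data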
* hit, by the source's call; · = no result given.

Start of the data: the first 4 records as a preview:
SMILES	HCV NS3 hel inh	IDE inh	CRFR2-BP antag	VIM-2 inh	UBC9 SUMO inh	GalR3 antag	IMP-1 inhibitor	p-CIP stab down	IDE cell activ
O=C(Nc1ccccc1C(=O)N1CCOCC1)c1ccc(CSc2ccccc2)cc1	-2	3	0	-3.7	6	0	-1.6	-10	1
CCOc1cc(/C=N/N=C(\N)c2nonc2N)cc(Br)c1OCc1cccc2ccccc12	-1	2	-5	-3.8	56*	-1	-5.1	2	9
Cc1cc(C)c(S(=O)(=O)c2ccc(Cl)cc2)c(Cl)n1	-2	4	-11	-1.0	2	-3	-2.3	4	6
CCC(CC)c1nnc(NC(=O)c2ccc(S(=O)(=O)N3CCc4ccccc4C3)cc2)s1	9	6	-32	0.0	-2	2	0.3	-1	-2

All compounds of this part (from the top)
SMILES	HCV NS3 hel inh	IDE inh	CRFR2-BP antag	VIM-2 inh	UBC9 SUMO inh	GalR3 antag	IMP-1 inhibitor	p-CIP stab down	IDE cell activ
O=C(Nc1ccccc1C(=O)N1CCOCC1)c1ccc(CSc2ccccc2)cc1	-2	3	0	-3.7	6	0	-1.6	-10	1
CCOc1cc(/C=N/N=C(\N)c2nonc2N)cc(Br)c1OCc1cccc2ccccc12	-1	2	-5	-3.8	56*	-1	-5.1	2	9
Cc1cc(C)c(S(=O)(=O)c2ccc(Cl)cc2)c(Cl)n1	-2	4	-11	-1.0	2	-3	-2.3	4	6
CCC(CC)c1nnc(NC(=O)c2ccc(S(=O)(=O)N3CCc4ccccc4C3)cc2)s1	9	6	-32	0.0	-2	2	0.3	-1	-2
Cc1c2cccn2cc[n+]1C	3	-1	0	-1.0	23	-4	0.8	-7	6
COc1ccc(C(=O)/C=C/c2ccccc2C(F)(F)F)cc1	-7	2	5	-1.3	-23	-2	-4.5	7	0
O=C(NCCO)C(=O)NCC1OCCCN1S(=O)(=O)c1ccc2c(c1)OCCO2 (stereo not given)	0	-2	7	-5.3	-1	1	-2.4	-4	2
Cc1ccc(NC(=O)c2cc(NC(=O)/C=C\C(=O)O)ccc2N2CCCCC2)cc1	28	0	95*	-0.5	-9	-2	-1.7	-9	1
COc1ccc(N2C(=O)CC(NCC#N)C2=O)cc1 (stereo not given)	-5	-1	-6	-2.0	-2	-8	-2.9	2	1
CC(C)NC(=O)/C=C/C(=O)O	1	-3	10	-1.4	11	8	-3.8	4	-2
CCOC(=O)c1c(NC2OC(=O)c3c2ccc(OC)c3OC)sc(C(=O)OC(C)(C)C)c1C (stereo not given)	5	0	-12	-5.2	-1	-2	-5.8	1	3
CCOc1ccc(/C=N/NC(=S)NC2CC3C=CC2C3)cc1 (stereo not given)	-4	2	-8	-2.4	6	0	-0.3	-9	·
Cc1ccnc(NC(=O)c2cccc(S(=O)(=O)N3CCOCC3)c2)c1	·	2	13	·	·	-5	·	·	3
CCN(CC(=O)NCc1cccs1)C(=O)c1ccc(S(=O)(=O)Nc2ccccc2)cc1	·	-1	-2	·	·	1	·	·	0
COc1ccc(/C=N/NC(=O)c2c(C)nc3ccc(Cl)cn23)cc1OC	4	-2	1	-0.3	11	-6	-1.7	-5	4
O=C(CN1C2CCCC1CC(NC(=O)c1ccccc1)C2)Nc1nccs1 (stereo not given)	-5	4	2	-0.5	6	-3	0.0	1	1
CCCCOc1ccc(CNC(=O)NS(=O)(=O)c2ccc(OCC(C)C)cc2)cc1	0	7	22	-3.2	14	-4	-2.9	-18	-2
CCN1CCC(=NNC(=O)CC23CC4CC(CC(C4)C2)C3)CC1	-10	2	-13	-3.7	3	5	-4.2	2	0
O=C(CSc1nc(O)c(Cc2ccccc2)c(=O)[nH]1)Nc1nc2c(s1)CCCC2	-5	7	-3	-2.9	-2	-4	-0.7	28	6
C[C@H](NC(=O)c1ccccc1)C(=O)OCC(=O)Nc1ccc2c(c1)OCO2	·	-1	-3	·	·	-5	·	·	8
COc1cc(SC)ccc1C(=O)OCC(=O)NC1CCCCC1	9	4	-5	-2.7	2	-4	-0.3	-4	3
CC(CCc1ccccc1)NS(=O)(=O)c1ccc(Cl)c(C(=O)O)c1 (stereo not given)	10	-2	-13	-1.4	21	-8	-1.4	-2	0
Oc1ccc(/C(Cc2ccc3ccccc3n2)=N\Nc2ccccc2)c(O)c1	7	-1	5	-1.6	-9	-9	2.8	1	-3
Cc1nc(S(=O)(=O)N(C)Cc2ccccc2)c(C#N)c(C)c1Cl	-9	2	12	1.5	-20	-2	-1.3	-3	4
CCOCCCNC(=O)CCN1C(=O)c2ccccc2Sc2ncccc21	2	1	-2	-1.6	18	-11	-0.8	-2	6
COc1cccc(C(=O)OCc2cc(=O)oc3c(C)c(C)ccc23)c1OC	-6	-5	-14	8.2*	1	-8	-1.4	-5	3
O=C(/C=C/c1ccccc1)OCCN=C1NS(=O)(=O)c2ccccc21	0	-5	3	-0.2	17	-7	-2.2	-7	-3
Cc1ccc(CNC(=O)CSCC(=O)O)cc1	-12	1	-3	-2.5	10	3	-3.0	5	-3
O=C(NCCN1CCOCC1)c1ccc2c(c1)N(Cc1ccccc1)CCS2	-36	0	-8	-3.1	35	3	-0.8	-20	1
Cc1ccccc1-c1nc(CS(=O)(=O)CC(=O)NCCc2ccccc2)c(C)o1	-3	-2	-8	0.2	6	-2	-1.9	-10	-2
Cc1ccc2nc3c(cc(C(=O)NCC4CCCO4)c(=N)n3CC3CCCO3)c(=O)n2c1 (stereo not given)	6	4	1	5.5	23	·	-3.2	6	6
CC(SCc1ccccc1)C(=O)N/N=C/c1cc2c(cc1Br)OCO2 (stereo not given)	-10	0	-23	-1.8	6	-4	-3.7	-10	2
CC(=O)NNC1=Nc2ccccc2N(C)C(C)C1 (stereo not given)	-4	-1	19	-1.4	-9	-11	-4.0	3	4
CCOC(=O)C1CCN(S(=O)(=O)c2ccc(Cl)s2)CC1	0	1	10	-0.8	-2	-6	-3.2	-7	4
Cc1cc2occ(CC(=O)Nc3nnc(C4CC4)s3)c2cc1C	2	-2	-9	-1.7	8	0	20*	-20	6
CC(CN1C(C)CCCC1C)OC(=O)c1cccc(F)c1 (stereo not given)	1	-3	-3	-2.0	1	-11	-4.0	-14	0
CC1Cc2ccccc2N1C(=O)COc1nc2ccccc2nc1N1CCOCC1 (stereo not given)	4	-2	18	-1.1	-1	-1	-2.5	-20	2
C/C(=N\O)C(=O)NCCN1CCCCC1	7	4	-22	-4.9	20	0	-3.7	-18	-1
CN1CCN(c2ccc(NC(=O)c3ccc(-c4ccc(Br)cc4)o3)cc2)CC1	-60	-2	30	24*	6	-4	-0.6	4	8
COc1ccc2[nH]c(=O)c(CN(Cc3ccc4c(c3)OCO4)C(C)=O)cc2c1	1	2	2	-1.4	11	-1	-2.5	-8	0
CSc1nncn1/N=C/c1ccc2c(c1)OCO2	-2	1	-10	-3.4	4	-4	-2.7	4	3
COc1cccc(CNC(=O)Cc2ccc(-c3ccccc3)cc2)c1	11	5	3	-1.1	17	-7	19*	-6	1
CC(C)N=C1NN=C(c2cccs2)CS1	1	-1	4	-0.2	2	-4	-2.9	2	4
Cc1ccccc1C(=O)NNC(=O)c1ccc2nc[nH]c2c1	·	7	6	·	·	-5	·	·	4
O=C(NC1CCN(C(=O)c2cccs2)CC1)c1ccccc1	-4	1	5	-0.4	21	-8	-1.9	-8	1
CCCC(CCC)=NNC(=O)c1ccccc1F	-1	1	5	-2.1	-14	-2	0.5	-20	0
CC(C)n1cnc2c(N(C)c3ccccc3)nc(N(CCN(C)C)Cc3ccccc3)nc21	·	4	-18	·	9	-11	·	-6	8
CCOC(=O)N1CCN(C(=S)Nc2ccccc2C)CC1	3	0	1	-3.0	-8	5	-1.0	12	3
CC1(C)CC(=O)C2=C(C1)N(N1CCOCC1)C(N)=C(C#N)C2c1cccnc1 (stereo not given)	13	-1	-12	-6.6	4	-4	-2.8	10	-3
COc1ccccc1N/C=C/c1onc(C)c1[N+](=O)[O-]	9	5	-68	2.9	19	-5	-1.3	-46	0
Cc1ccc(N(C)S(=O)(=O)c2nnc(NC(=O)c3ccco3)s2)cc1	21	7	27	-4.5	19	-7	-6.0	-8	-1
Cc1ccc(NC(=O)Cn2ccsc2=N)c([N+](=O)[O-])c1	-4	8	-17	-4.0	10	-4	-0.9	-3	-8
CC1CCN(c2ccc(C(=O)O)cc2NS(=O)(=O)c2ccc(Br)cc2)CC1	18	4	6	3.9	2	-11	-2.0	2	3
CNC(=O)Nc1ccc2nc(C)oc2c1	6	10	3	-3.6	5	-3	-2.4	-10	4
Cc1cc(=O)oc2c3c(cc(OCC(=O)NCC(=O)N[C@H](C(=O)O)C(C)C)c12)OC(C)(C)CC3	10	-1	8	-4.5	22	-9	-1.4	1	3
Cc1[nH]n(-c2ccccc2)c(=O)c1/C=C1/C=c2ccccc2=N1	1	·	1	-0.8	2	-7	-2.2	5	3
Cc1ccc(C(=O)CC(C(=O)O)c2cn(CCC#N)c3ccccc23)cc1 (stereo not given)	8	6	5	-2.9	8	-1	-5.0	3	2
COc1ccc(OCCC(=O)OCC(=O)Nc2cccc(S(=O)(=O)N3CCOCC3)c2)cc1	-3	0	-4	2.1	-4	1	-2.3	2	-2
CCOC(=O)N1CCN(C(=O)c2cn(CCOC)c(=O)c3c2c2ccccc2n3C)CC1	21	3	-7	-2.5	2	-6	-4.2	-9	0

5 compounds out of the list, arranged by SMILES length, rising:
SMILES	HCV NS3 hel inh	IDE inh	CRFR2-BP antag	VIM-2 inh	UBC9 SUMO inh	GalR3 antag	IMP-1 inhibitor	p-CIP stab down	IDE cell activ
Cc1ccccc1C(=O)NNC(=O)c1ccc2nc[nH]c2c1	·	7	6	·	·	-5	·	·	4
Cc1cc2occ(CC(=O)Nc3nnc(C4CC4)s3)c2cc1C	2	-2	-9	-1.7	8	0	20*	-20	6
Cc1nc(S(=O)(=O)N(C)Cc2ccccc2)c(C#N)c(C)c1Cl	-9	2	12	1.5	-20	-2	-1.3	-3	4
COc1ccc(/C=N/NC(=O)c2c(C)nc3ccc(Cl)cn23)cc1OC	4	-2	1	-0.3	11	-6	-1.7	-5	4
CCOC(=O)c1c(NC2OC(=O)c3c2ccc(OC)c3OC)sc(C(=O)OC(C)(C)C)c1C (stereo not given)	5	0	-12	-5.2	-1	-2	-5.8	1	3
